Assay outcomes as filed in PubChem.
NCI-60 one-dose screen, 48 h, at 10 µM unless noted. Numbers give growth in % (100 = growth as untreated, 0 = no growth, -100 = all killed).
SK-OV-3: SK-OV-3 ovarian cancer cells | 3.2% of 80,000 active | AID 1794785
PC-3: PC-3 prostate cancer cells | 3.9% of 80,000 active
U251: U251 CNS tumor cells. 5.4% of 80,000 active
OVCAR-8: OVCAR-8 ovarian cancer; AID 1794782; 4.4% of 81,000 active
SF-295: SF-295 CNS cancer cells | 5.6% of 79,000 active
OVCAR-5: OVCAR-5 ovarian cancer | 2.9% of 82,000 active
OVCAR-3: OVCAR-3 ovarian cancer | AID 1794787 | 7% of 79,000 active
OVCAR-4: OVCAR-4 ovarian cancer cells; 3.7% of 80,000 active; AID 1794784
DU-145: DU-145 prostate cancer | 4.2% of 81,000 active | AID 1794760
Active calls of the source: *; . = no result given. How the source made its calls: active means growth percent below 10; inactive means the rest.

Every second line gives: SK-OV-3	PC-3	U251	OVCAR-8	SF-295	OVCAR-5	OVCAR-3	OVCAR-4	DU-145
1	COc1ccc(C/C(C)=C(\c2ccc(Cl)cc2)c2ccc(OCCN)cc2)cc1
→ 113	95	99	103	106	111	.	102	107
2	Cc1c(C(N)=O)cc([N+](=O)[O-])cc1[N+](=O)[O-]
→ 101	100	98	113	113	92	116	108	112
3	CNC(C)[C@@H]1CC[C@@H](N)[C@@H](OC2[C@@H](N)C[C@@H](N)[C@H](OC3OC[C@](C)(O)[C@H](NC)[C@H]3O)[C@H]2O)O1 (stereo not given in full)
→ 93	103	107	96	123	92	119	102	118
4	C=CC[n+]1c(C)ccc2ccccc21
→ 84	68	101	93	90	98	105	105	108
5	Cn1c(=O)c2c(nc3n2CCCN3CCc2ccccc2)n(C)c1=O
→ 104	97	104	106	103	98	112	104	100
6	O=C(O)c1nc(-c2cccc(Br)c2)nc2c(F)cccc12
→ 96	103	101	104	103	98	121	104	112
7	Cc1cccc(-c2cccc(C)n2)n1
→ 108	102	110	.	101	98	118	105	121
8	Cc1ccc(S(=O)(=O)Nc2ccccc2/C=N/NC(=O)c2ccncc2)cc1
→ 109	89	.	87	94	111	96	102	106
9	CN=c1scc(-c2ccc(Br)cc2)n1NC(=O)Cn1nc(-c2ccccc2)ccc1=O
→ 81	54	86	85	58	107	71	50	77
10	O=C1CC(c2cc3ccc4ccccc4c3[nH]c2=O)Nc2ccccc21 (stereo not given)
→ 99	102	88	110	105	114	115	88	84
11	NC(=O)OCCn1cc(-c2nc(-c3c[nH]c4ncccc34)cs2)c2ccccc21
→ 42	33	20	42	26	58	28	72	65
12	CCCOc1ccn2c(C(C)=O)cc(-c3ccccc3S(C)(=O)=O)c2c1
→ 112	94	92	98	87	90	.	100	.
13	Nc1cnc(C(=O)NNc2nc3cc(F)ccc3n3cccc23)cn1
→ 38	47	37	28	13	57	21	31	38
14	COc1ccc2cc(C(C)NC(=O)Nc3ccc(S(=O)(=O)Nc4ccccn4)cc3)ccc2c1 (stereo not given)
→ 91	82	90	79	105	113	103	97	102
15	CCN(CC)C(C)CN1c2ccccc2Sc2ccccc21 (stereo not given)
→ 109	76	76	98	79	90	118	89	85
16	COc1cc2nc(-c3ccc(Cl)cc3)cc(OCCN3CCCCC3)c2cc1OC
→ 105	72	85	95	96	75	99	95	88
17	COc1cccc(Nc2nc(N)c3ccccc3n2)c1
→ 91	54	48	76	40	81	88	78	96
18	COc1ccc(/C=C2\C(=O)N=C3N2NC(=O)N3c2ccccc2)cc1
→ 101	95	87	95	95	101	104	91	104
19	CC(=O)N1CCN(Cc2ccc3c(NNC(=O)c4cnccn4)nc4cc(F)ccc4n23)CC1
→ 25	41	13	17	11	50	57	33	39
20	c1ccc2c(OCc3nc4ccccc4[nH]3)cccc2c1
→ 96	77	89	97	78	88	95	88	101
21	COc1ccc(-c2cc(-c3ccc(NC(=O)CSc4nc5ccccc5c(=O)n4-c4ccccc4)cc3)nc(N)c2C#N)cc1
→ .	103	102	97	100	100	105	95	107
22	CC(C)(C)c1ccc(C(=O)Nc2ccc(S(N)(=O)=O)cc2)cc1
→ 104	.	93	115	96	73	109	84	103
23	CN(C)C(=O)Nc1ccc(Cl)c(Cl)c1
→ 119	116	108	122	91	96	124	98	102
24	O=C1c2cc(Br)ccc2Oc2cc([N+](=O)[O-])ccc2N1c1ccc(Cl)cc1F
→ 109	88	87	98	102	98	106	83	94
25	O=C1NN(c2ccccc2)C(c2cccnc2)=N/C1=C\c1ccc(Cl)cc1
→ .	97	98	93	97	83	98	107	100
26	C=CS(=O)(=O)c1ccc(Nc2cc(S(=O)(=O)O)c(N)c3c2C(=O)c2ccccc2C3=O)cc1
→ 98	104	100	110	98	96	104	103	116
27	NC(=N\N=C\c1cc(Cl)ccc1O)/C(N)=N/N=C/c1cc(Cl)ccc1O
→ 109	97	103	108	88	91	117	120	94
28	COc1cc(-c2nc3sccn3c2-c2ccnc(NCCNS(=O)(=O)c3ccc(F)cc3)n2)ccc1F
→ 23	6.2*	18	-9.8*	4.3*	56	25	11	20
29	N=C(N)c1ccc(-c2ccc(-c3cc(Cl)cc(Cl)c3)s2)s1
→ 89	36	-87*	-35*	-70*	3.1*	-76*	-58*	-72*
30	Cc1cc(C)c2c(c1)N(C)c1ncnc(-n3cnc4cc(C)ccc43)c1CC2C (stereo not given)
→ 3.2*	21	15	17	1.9*	77	8.2*	61	14
31	COc1cc(/C=N/NC(=O)COc2ccc3c(C)c(Cc4ccccc4)c(=O)oc3c2C)cc(OC)c1OC
→ 90	81	95	92	104	105	101	94	107
32	Cc1oc2ncnc(Nc3cccc(Cl)c3)c2c1CO
→ 101	71	92	108	93	74	102	92	86
33	Cc1ccc(-n2nnc(C(=O)O)c2-c2ccc3c(c2)OCO3)cc1
→ 101	101	101	105	96	95	101	96	103
34	O=c1ccc2nc(-c3ccccc3)nn(-c3ccccn3)c-2c1
→ 84	84	94	80	103	117	-15*	84	105
35	c1ccc2c(Cn3cc(CSc4nc5ccccc5s4)nn3)cccc2c1
→ 103	86	93	90	92	94	100	106	114
36	O=C(NC(C(=O)c1ccccc1)c1ccccc1)c1ccccc1 (stereo not given)
→ 106	89	103	103	.	108	117	.	113
37	CC(=O)C(C)(C)Cc1cc(C(C)(C)CC=O)on1
→ 101	99	99	103	103	.	108	117	108
38	O=C1CC2C=CCN2C=C1c1ccc(F)cc1 (stereo not given)
→ 101	92	93	100	104	126	106	109	104
39	CSc1nc(Nc2cccc(NC(=O)/C(C#N)=C/c3ccc(Cl)cc3)c2)c(C#N)c(-c2cccc([N+](=O)[O-])c2)n1
→ 95	88	.	100	99	95	108	93	105
40	N#Cc1c(-c2cccc([N+](=O)[O-])c2)cc(-c2ccc(Nc3nc(Nc4ccc(F)cc4)nc(Nc4ccc(F)cc4)n3)cc2)nc1N
→ 143	92	110	89	102	102	100	114	154
41	CC(C)(C)n1cc(-c2ccnc(NCCNS(=O)(=O)c3cccc4ccccc34)c2)c(-c2cccc(F)c2)n1
→ 6.7*	4.9*	-19*	7.4*	-69*	-15*	-69*	-0.3*	4.2*
42	COc1cc2c(c(OC)c1OC)C(=O)CC(c1cccc(NC(=O)CNC(=O)OC(C)(C)C)c1)O2 (stereo not given)
→ 101	95	95	98	98	106	114	94	109
43	C=C(CBr)[C@@H]1CC[C@]2(C(=O)OC)CC[C@]3(C)[C@H](CC[C@@H]4[C@@](C)(CCC#N)[C@H](C(=C)CBr)CC[C@]43C)[C@@H]12
→ 95	55	83	77	85	98	100	59	96
44	CCCCCc1ccc(S(=O)(=O)Nc2cccc(-c3csc(N)n3)c2)cc1
→ 114	81	94	87	85	100	.	97	101
45	COC1=C(OC)C(=O)C(CCCCCCCCCCO)=C(C)C1=O
→ 83	70	58	49	78	103	69	-14*	72
46	Cc1ccc(-c2cc3nc(C(Cl)Cl)nc(-c4ccc(S(=O)(=O)N(C)C)cc4)n3n2)cc1
→ 101	92	84	65	86	106	108	94	85
47	O=C(CSc1cc[n+](CCCF)c2ccccc12)n1ccc2ccccc21
→ 86	99	95	98	101	102	104	98	113
48	COc1cc(-c2nc3cc(Cl)c(Cl)cc3[nH]2)ccc1OCC(=O)N=Nc1c(O)[nH]c2ccc(Cl)cc12
→ -5.3*	0.5*	-89*	2.5*	-18*	27	-94*	12	6.5*
49	COC(=O)c1c(C(=O)OC)c(-c2ccc(Cl)c(Cl)c2)n2c1CCC2
→ 93	94	.	110	83	99	104	95	104
50	Oc1ccccc1CC=NC1CCCCC1
→ 101	101	105	112	103	113	95	106	106
51	COc1cc(NCCN=C(N)NC(N)=NC(C)C)c2ncccc2c1
→ 92	73	80	87	108	80	6.4*	-40*	103
52	O=C(N/N=C/C(O)C1OC(=O)C(O)C1O)c1ccncc1 (stereo not given)
→ 94	96	109	102	110	104	98	105	107
53	N=C(N)SC(c1ccccc1)c1ccccc1
→ 99	96	98	95	97	100	93	88	92
54	CC(=O)Nc1cccc(F)c1
→ 108	91	104	107	96	93	104	116	113
55	O=[N+]([O-])c1ccc(N=Nc2ccc(O)c3c(O)cc(S(=O)(=O)O)cc23)cc1S(=O)(=O)O
→ 149	84	103	115	111	96	110	133	109
56	Cc1cnc2c(=O)n(C)c(=O)n(C)c2n1
→ .	91	99	108	93	96	112	111	110
